Assay outcomes from PubChem BioAssay.
UBC13 polyUb: UBC13 polyubiquitin chain formation inhibitors, primary screen, biochemical, TR-FRET, uHTS. Ubiquitin-conjugating enzyme E2 N (Homo sapiens), P61088. inhibition, % at 20 µM. hit rate 0.47% among 330,000. AID 485273, 2010; in the data active means inhibition above about 45%, passing the limit was not always enough
SENP8 inh: SENP8 protease inhibitors, primary screen, biochemical, luminescence; AID 2540, 2010; purified SENP8, Z-RLRGG-aminoluciferin cleavage; hit rate 1.2% among 330,000; Sentrin-specific protease 8 (Homo sapiens), Q96LD8; inhibition, % at 10 µM
Target sequence (Q96LD8 whole entry, looked up): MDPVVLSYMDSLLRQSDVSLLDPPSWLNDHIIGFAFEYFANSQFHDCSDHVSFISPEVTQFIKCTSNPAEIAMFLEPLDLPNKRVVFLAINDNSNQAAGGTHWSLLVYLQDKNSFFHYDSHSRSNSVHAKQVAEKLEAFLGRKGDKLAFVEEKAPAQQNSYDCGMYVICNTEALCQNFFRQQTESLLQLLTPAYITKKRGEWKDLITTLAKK
HKDC1 inh: HKDC1 hexokinase inhibitors, primary screen, biochemical, fluorescence, uHTS; hit rate 0.16% among 340,000; inhibition, % at 20 µM; recombinant HKDC1, G6PDH/diaphorase resazurin coupled fluorescence; Q2TB90;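 active means inhibition above about 35% when tested at 20 µM, limit read from the data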;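 further: plate controls were DMSO wells with enzyme for no effect and DMSO wells lacking enzyme for full effect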
Target sequence (Q2TB90 whole entry, looked up): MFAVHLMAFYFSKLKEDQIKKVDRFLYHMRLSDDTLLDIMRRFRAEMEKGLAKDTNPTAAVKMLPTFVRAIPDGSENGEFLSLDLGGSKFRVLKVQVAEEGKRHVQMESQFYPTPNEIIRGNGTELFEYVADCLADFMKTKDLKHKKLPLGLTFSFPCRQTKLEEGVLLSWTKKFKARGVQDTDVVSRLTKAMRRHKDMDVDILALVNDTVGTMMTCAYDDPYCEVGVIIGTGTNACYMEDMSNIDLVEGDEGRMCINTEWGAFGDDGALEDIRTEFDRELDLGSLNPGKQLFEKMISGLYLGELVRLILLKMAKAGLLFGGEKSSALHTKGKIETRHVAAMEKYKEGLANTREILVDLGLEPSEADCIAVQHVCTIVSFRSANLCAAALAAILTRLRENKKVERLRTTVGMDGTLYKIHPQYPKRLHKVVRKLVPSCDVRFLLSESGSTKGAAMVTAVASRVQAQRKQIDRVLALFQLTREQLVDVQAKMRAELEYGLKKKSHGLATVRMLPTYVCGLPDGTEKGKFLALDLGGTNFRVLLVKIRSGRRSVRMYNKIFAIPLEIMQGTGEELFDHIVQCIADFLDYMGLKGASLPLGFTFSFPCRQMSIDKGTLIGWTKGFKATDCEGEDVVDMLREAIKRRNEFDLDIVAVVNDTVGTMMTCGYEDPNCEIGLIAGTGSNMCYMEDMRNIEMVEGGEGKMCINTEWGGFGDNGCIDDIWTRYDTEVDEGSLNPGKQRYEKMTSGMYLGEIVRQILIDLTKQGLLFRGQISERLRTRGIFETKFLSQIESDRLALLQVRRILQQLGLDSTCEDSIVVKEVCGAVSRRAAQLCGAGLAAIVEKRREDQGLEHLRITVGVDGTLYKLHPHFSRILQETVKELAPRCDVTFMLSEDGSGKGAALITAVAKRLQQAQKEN
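Assay system: recombinant HKDC1 hexokinase; detection: coupled resazurin fluorescence, excitation 525 nm, emission 613 nm; benchmarks: DMSO-plus-enzyme-mix negative control, buffer-substituted positive control; compound dosing: single 20 µM dose; schedule: 90 min at room temperature in dark; also added: glucose plus 1 mM ATP as hexokinase substrates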
Apaf1 inhib: inhibitors of human Apaf-1 apoptosome, primary screen, biochemical, DEVD-Rh110 fluorescence, uHTS. reconstituted apoptosome caspase-3 activity. inhibition, % at 20 µM. hit rate 0.71% among 330,000. AID 489030, 2010; active means inhibition of at least 40% at 20 µM;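 further: plate controls were DMSO wells for no effect and DEVD-CHO caspase inhibitor wells for full effect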
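Medium: Hepes buffer, pH 7.5 / System: biochemical Apaf-1 apoptosome reconstitution / Measured by: Rh110 fluorescence, excitation 480 nm, emission 540 nm / Times: compound with Apaf-1, dATP, procaspase-3 30 min, then 50 min reaction, room temperature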
SENP7 inh: SENP7 protease inhibitors, primary screen, biochemical, luminescence, uHTS. Sentrin-specific protease 7 (Homo sapiens), Q9BQF6. recombinant SENP7, Z-RLRGG-aminoluciferin luminescence, 40 min. inhibition, % at 5 µM. hit rate 1.5% among 330,000;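 active means inhibition above about 50% at the single test dose, limit read from the data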;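 further: plate controls were DMSO with enzyme for no effect and no enzyme buffer wells for full effect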
Gli-Sufu block: Gli-Sufu pathway antagonists, primary screen, luciferase luminescence, Sufu-KO-LIGHT cells, uHTS; AID 588413, 2011; Sufu-KO-LIGHT fibroblasts, Gli luciferase reporter luminescence; inhibition, % at 5 µM; hit rate 0.74% among 340,000;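 active means inhibition above about 55%, limit read from the data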;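 further: 0% = DMSO-treated cells and 100% = wells with medium but no cells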
697 NFkB inh: inhibitors of PMA/ionomycin-induced NF-kB reporter, 697 cells, primary screen, B-cell NF-kB inhibitor project, cell-based, luminescence, uHTS; hit rate 0.33% among 330,000; inhibition, % at 4 µM; 697 B-cell NF-kB luciferase reporter, 16 h; AID 435022, 2010; in the data active means inhibition above about 35%
Jurkat NFkB inh: inhibitors of induced NF-kB luciferase reporter, primary screen, TCR NF-kB activation inhibitor project, cell-based, luminescence, uHTS. inhibition, % at 4 µM. hit rate 0.53% among 330,000. Jurkat, PMA/ionomycin-induced NF-kB luciferase reporter
Active calls of the source: *; . = not tested or not shown. Unless noted, no stated cut-off is given here; in the data, active means inhibition above about 50%; inactive means the rest.

Letters – A = UBC13 polyUb; B = SENP8 inh; C = HKDC1 inh; D = Apaf1 inhib; E = SENP7 inh; F = Gli-Sufu block; G = 697 NFkB inh; H = Jurkat NFkB inh
> O=C(NNC1=NCCC1)c1cccc(S(=O)(=O)N2CCCC2)c1
  A = 9; B = 1; C = 2; D = -6; E = -5; F = -5; G = 17; H = 10

> COc1cc(C=O)ccc1OC(=O)N1CCOCC1
  A = 1; B = -3; C = -3; D = -1; E = 3; F = 2; G = 3; H = 1

> CCOC(=O)c1c(C)oc2c1c(C(c1ccccc1)N1CCOCC1)c(O)c1ccccc12 (centres undefined)
  A = -20; B = 2; C = 8; D = 20; E = 6; F = -50; G = -102; H = -112

> CC(C)(C)[C@H]1COC(=O)CC/C=C\C[C@H](CC(=O)N(CCO)Cc2ccccc2)C(=O)N1
  A = -17; B = -11; C = -7; D = 1; E = -8; F = -18; G = 4; H = -11

> O=C(Nc1ccc(Cl)cc1)Nc1ccc(S(=O)(=O)Nc2ncccn2)cc1
  A = 4; B = 8; C = -5; D = -7; E = -5; F = -12; G = 11; H = 2

> COc1ccc(OC)c(S(=O)(=O)Nc2ccc(F)cc2)c1
  A = -8; B = -13; C = 16; D = -2; E = -7; F = 7; G = -8; H = -13

> COc1cccc(C2CC(c3ccc(C(C)C)cc3)n3nc(N)nc3N2)c1 (centres undefined)
  A = 11; B = 7; C = -2; D = 7; E = -3; F = 3; G = 4; H = -3

> O=C(CN(C(=O)CCC(=O)Nc1nccs1)c1cccc(F)c1)NCCc1ccccc1
  A = 10; B = 2; C = -4; D = 11; E = 7; F = 16; G = -1; H = 0

> O=C(CSc1nc2ccccc2[nH]1)N/N=C/c1ccncc1
  A = 0; B = -3; C = -3; D = 4; E = -5; F = 7; G = -19; H = -2

> Cc1occc1C(=O)N1CCCC(N2CCN(c3ccccc3F)CC2)C1 (centres undefined)
  A = -4; B = -7; C = -1; D = -7; E = 14; F = 2; G = -4; H = -14

> CNC(=O)c1cn(-c2ccc(Cl)cc2)c(=O)c2ccccc12
  A = 5; B = 6; C = -6; D = -5; E = 6; F = 3; G = 7; H = -6

> CCN1CC(CNCc2cn(-c3ccc(OC)cc3)nc2-c2ccccc2Cl)CC1=O (centres undefined)
  A = 0; B = -2; C = -4; D = -19; E = 11; F = 7; G = -24; H = -14

> CCOC(=O)COn1c(-n2nc(C)cc2C)nc2ccccc2c1=O
  A = -2; B = 8; C = 0; D = -3; E = 0; F = 2; G = 2; H = 8

> Cc1ccccc1S(=O)(=O)Nc1nc2ccccc2nc1N1CCc2ccccc2C1
  A = -35; B = -3; C = -7; D = 16; E = 23; F = -15; G = -135; H = -166

> CN1/C(=C\C(=O)CSc2ncn[nH]2)C(C)(C)c2ccccc21
  A = 2; B = -5; C = -1; D = 13; E = 7; F = 9; G = 1; H = -8

> CC(C)=C1SC(N2CCN(c3ccc(C)cc3)CC2)=NC1=O
  A = 9; B = 2; C = -1; D = 4; E = 8; F = 13; G = 12; H = 1

> COc1ccc(-n2c(SCC(=O)Nc3ccc4c(c3)OCO4)nnc2C(C)N2CCCCC2)cc1 (centres undefined)
  A = -5; B = -7; C = 3; D = 16; E = 5; F = 7; G = 3; H = -4

> C/C(=N\NC(=O)c1cccc(S(=O)(=O)N2CCOCC2)c1)c1cc2ccccc2o1
  A = -1; B = 1; C = -1; D = -17; E = -4; F = 1; G = 9; H = 5

> COc1ccccc1Oc1nc(-c2ccccc2)cc(C)c1S(C)(=O)=O
  A = 0; B = 5; C = -3; D = 21; E = 7; F = 1; G = -20; H = -8

> CCS(=O)(=O)C1=NSC2=NC(=O)/C(=C\c3ccc(OC(=O)c4ccco4)c(OC)c3)C(=N)N21
  A = -40; B = 13; C = 4; D = 10; E = 3; F = -17; G = 2; H = 10

> COc1ccc(N(Cc2ccccc2)S(=O)(=O)c2cccc(C(=O)O)c2)cc1
  A = 7; B = -4; C = 3; D = 7; E = -4; F = 1; G = 4; H = -14

> Cc1ccc2cc(C#N)c(NCc3ccccc3)nc2c1
  A = 4; B = -9; C = -6; D = -3; E = 1; F = -2; G = -6; H = 5

> O=C1c2ccccc2CN1CCNS(=O)(=O)c1ccc2ccccc2c1
  A = 3; B = 2; C = -6; D = 7; E = -1; F = 10; G = 8; H = -15

> CC(=O)N1Cc2ccccc2C(C)CC12CCCCC2 (centres undefined)
  A = -1; B = 4; C = 0; D = 6; E = 6; F = 10; G = 13; H = -5

> CC1CCN(S(=O)(=O)c2cnc(Cl)c(Br)c2)CC1
  A = 6; B = 1; C = -7; D = -3; E = -2; F = 7; G = 38*; H = -1

> O=C(c1ccccc1F)N1CCN(C(=O)C(c2ccccc2)c2ccccc2)CC1
  A = -2; B = 3; C = -5; D = 10; E = -1; F = 21; G = -2; H = 9

> Cc1ccnc(NS(=O)(=O)c2ccc3c(c2)CCO3)c1
  A = -7; B = -15; C = .; D = -25; E = -3; F = .; G = 4; H = 20

> O=C(C1CCCC1)N1CCN(S(=O)(=O)c2ccc(F)c(F)c2F)CC1
  A = -6; B = -1; C = -6; D = 3; E = 0; F = 15; G = -4; H = 13

> O=C(Oc1ccc(Br)cc1C(=S)N1CCOCC1)c1ccc(F)cc1
  A = -5; B = -1; C = -2; D = 3; E = 12; F = -13; G = -25; H = -21

> Cc1cc(NC(=O)COC(=O)/C=C/c2ccc(C)o2)no1
  A = -4; B = -1; C = -1; D = -2; E = 12; F = 0; G = 4; H = -5

A section from the list above, as a working copy:
Letters – A = UBC13 polyUb; B = SENP8 inh; C = HKDC1 inh; D = Apaf1 inhib; E = SENP7 inh; F = Gli-Sufu block; G = 697 NFkB inh; H = Jurkat NFkB inh
> Cc1ccccc1S(=O)(=O)Nc1nc2ccccc2nc1N1CCc2ccccc2C1
  A = -35; B = -3; C = -7; D = 16; E = 23; F = -15; G = -135; H = -166

> CN1/C(=C\C(=O)CSc2ncn[nH]2)C(C)(C)c2ccccc21
  A = 2; B = -5; C = -1; D = 13; E = 7; F = 9; G = 1; H = -8

> CC(C)=C1SC(N2CCN(c3ccc(C)cc3)CC2)=NC1=O
  A = 9; B = 2; C = -1; D = 4; E = 8; F = 13; G = 12; H = 1

> COc1ccc(-n2c(SCC(=O)Nc3ccc4c(c3)OCO4)nnc2C(C)N2CCCCC2)cc1 (centres undefined)
  A = -5; B = -7; C = 3; D = 16; E = 5; F = 7; G = 3; H = -4

(more compounds)
Letters – A = UBC13 polyUb; B = SENP8 inh; C = HKDC1 inh; D = Apaf1 inhib; E = SENP7 inh; F = Gli-Sufu block; G = 697 NFkB inh; H = Jurkat NFkB inh
> COc1ccc(CC(=O)Nc2ccc(/C(C)=N/NC(=O)c3ccc(OC)cc3OC)cc2)cc1
  A = -4; B = 8; C = -1; D = -3; E = -9; F = 4; G = 15; H = -11

> Nn1c(SCc2ccc(Br)cc2)nnc1-c1cccnc1
  A = 10; B = -4; C = 3; D = -20; E = -6; F = 44; G = 18; H = -22

> O=C(/C=C/c1cc(Br)ccc1O)c1ccco1
  A = -16; B = -9; C = 21; D = 16; E = -4; F = 9; G = -9; H = 11

> Cc1cccc(C)c1NC(=O)C(c1ccc(Cl)cc1Cl)N1CCCCC1 (centres undefined)
  A = -8; B = -8; C = 0; D = 17; E = 2; F = 13; G = 20; H = 28

> COc1ccccc1N1CC(C(=O)NCCC2=CCCCC2)CC1=O (centres undefined)
  A = 14; B = 5; C = -8; D = 9; E = -2; F = -6; G = 8; H = 6

> COc1ccc(CCNC(=O)COC(=O)/C=C/c2cc(OC)c(OC)c(OC)c2)cc1OC
  A = -3; B = -6; C = -8; D = -6; E = 0; F = 0; G = -2; H = -17

> Cc1ccccc1NC(=O)Cn1cnc2c1c(=O)n(C)c(=O)n2C
  A = 3; B = 3; C = 0; D = 0; E = -2; F = 2; G = 20; H = -9

> COc1ccc(C(CC(=O)c2ccc(C)cc2)C(C#N)C#N)cc1OC (centres undefined)
  A = -3; B = 5; C = 19; D = 3; E = 3; F = -10; G = 19; H = 6

> Cc1cc(S(=O)(=O)N2CCCC2)ccc1OCC(=O)NCc1ccccc1
  A = -2; B = 9; C = -6; D = -1; E = 0; F = -1; G = -5; H = 8

> CCOc1ccccc1NC(=O)Cc1ccccc1OC
  A = -1; B = -4; C = -2; D = 8; E = 1; F = -2; G = 0; H = -10

> CC(C)CNS(=O)(=O)c1cc(C(=O)OCC(=O)N(C)C2CCS(=O)(=O)C2)c(Cl)cc1Cl (centres undefined)
  A = 16; B = -2; C = -3; D = -19; E = 3; F = 0; G = 8; H = 3

> COc1ccc(Cl)cc1S(=O)(=O)Oc1ccc(NC(C)=O)cc1
  A = 2; B = -3; C = -1; D = 12; E = 2; F = 0; G = -14; H = -19

> COc1ccc(C(=O)NC(Cn2ccnc2)C(C)(C)C)cc1OC1CCN(C(C)C)CC1 (centres undefined)
  A = 5; B = -5; C = 4; D = 5; E = -1; F = -5; G = 12; H = 6

> COc1ccc(/C=N/S(=O)(=O)CCc2ccccc2)c(OC)c1
  A = 5; B = -5; C = 4; D = 1; E = 1; F = -1; G = -4; H = 11

> Cc1ccc(-c2ccc(NC(=O)C3C4C=CC(C4)C3C(=O)O)cc2)o1 (centres undefined)
  A = -15; B = 0; C = 2; D = 24; E = -2; F = -74; G = -58; H = -33

> COc1ccc(/C=C/C(=O)N2c3ccccc3Sc3ccc(C(F)(F)F)cc32)cc1
  A = -8; B = 1; C = 12; D = 12; E = 10; F = 8; G = 0; H = -6

> COc1cc(OC)c2cc(C(=O)N[C@@H](Cc3ccccc3)C(=O)O)n(C)c2c1
  A = 0; B = 14; C = 3; D = 5; E = 4; F = -15; G = 9; H = -9

> COC(=O)CCCNC(=O)c1ccc(S(=O)(=O)NCc2ccco2)cc1
  A = 5; B = -4; C = -4; D = 2; E = -4; F = -5; G = 9; H = 13

> COc1cc2c(cc1OC)CN(c1ncccc1[N+](=O)[O-])CC2
  A = 2; B = 0; C = -2; D = 0; E = -5; F = -34; G = -33; H = -33

> Cc1nn(CC(=O)Nc2nccs2)c(C)c1[N+](=O)[O-]
  A = -4; B = 6; C = -6; D = -19; E = 1; F = 3; G = 23; H = 5

> O=C(O)COc1nsnc1N1CCOCC1
  A = -2; B = -7; C = -2; D = 16; E = -4; F = -4; G = 13; H = 1

> Cc1ccc(-n2nc3c(=O)n(CCCC(=O)NCc4ccccc4Cl)nc(C)c3c2C)cc1
  A = 0; B = -1; C = -1; D = 14; E = 1; F = 15; G = 6; H = 25

> CC1CCCN(c2ccc(C(=O)OCn3nnc4ccccc4c3=O)cc2[N+](=O)[O-])C1 (centres undefined)
  A = -9; B = 1; C = 9; D = 11; E = -2; F = -1; G = 28; H = 11

> Brc1cccc(-c2cnc3n2CCCCC3)c1
  A = 0; B = -7; C = -3; D = 6; E = -11; F = 22; G = -19; H = 17

> Cc1ccc(C(=O)OCc2nnc(-c3ccc(Br)cc3)o2)cc1
  A = -10; B = 1; C = 2; D = 6; E = 10; F = -17; G = 25; H = -4

> Cc1ccccc1-c1nn(-c2ccc(F)cc2F)cc1CNCCCO
  A = 14; B = -3; C = -8; D = 6; E = -1; F = 12; G = 12; H = 1

> CC/C(=N/NS(=O)(=O)c1ccc(Cl)cc1)c1ccc(O)cc1
  A = -5; B = 0; C = 14; D = 4; E = 9; F = -1; G = -15; H = 0

> CCCCC(=NCCO)C1=C(O)C(C(=O)OC)C(C)(C)CC1=O (centres undefined)
  A = -8; B = -1; C = 0; D = -2; E = -9; F = -5; G = -4; H = -20

> CCO[C@H]1OC(C(=O)N2CCOCC2)=C[C@@H](c2ccc(Br)cc2)[C@@H]1CCCO
  A = -4; B = 5; C = -7; D = -6; E = 0; F = -4; G = 20; H = 25

> O=C(O)c1ccccc1NS(=O)(=O)c1cccc(N=Nc2c(O)[nH]c(=S)[nH]c2=O)c1
  A = -20; B = -2; C = 3; D = -1; E = -11; F = -1; G = 10; H = 6
